AMA1 RON2 block: inhibitors of Plasmodium falciparum AMA1-RON2 interaction. AlphaScreen AMA1-biotinylated RON2 peptide binding. Potency, µM (doses to about 58.2 µM), inactives show top-dose activity change, negative = inhibition, most hits filed as inhibitors. 360,000 compounds, 0.2% hits. AID 720542;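 further: potency means the concentration at half of the fitted maximal effect; 0% = vehicle wells and -100% = peptide control; nearly all actives have a fitted effect of over 45% in size; some results filed as inactive show a strong effect at the top dose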
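AMA1 (3D7) with his tag at 25 nM final met compounds first, then biotinylated RON2 peptide at 25 nM; detection used donor plus acceptor beads, 10 µg/mL apiece, read by AlphaScreen after 30 min at room temperature.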
AmpC detergent: blocks E. coli AmpC beta-lactamase in detergent assay; Potency, µM (series often up to 114 µM), for the others: top-dose activity change, negative = inhibition, usual class: inhibitors; P00811; AmpC hydrolysis of nitrocefin, absorbance 480 nm, 0.01% Triton; 370,000 compounds, 0.041% hits;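 further: potency means the concentration at half of the fitted maximal effect; 0% = no-compound wells and -100% = no-enzyme wells; nearly all actives have a fitted effect of over 25% in size; some results filed as inactive show a strong effect at the top dose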
Target sequence (P00811 whole entry, looked up): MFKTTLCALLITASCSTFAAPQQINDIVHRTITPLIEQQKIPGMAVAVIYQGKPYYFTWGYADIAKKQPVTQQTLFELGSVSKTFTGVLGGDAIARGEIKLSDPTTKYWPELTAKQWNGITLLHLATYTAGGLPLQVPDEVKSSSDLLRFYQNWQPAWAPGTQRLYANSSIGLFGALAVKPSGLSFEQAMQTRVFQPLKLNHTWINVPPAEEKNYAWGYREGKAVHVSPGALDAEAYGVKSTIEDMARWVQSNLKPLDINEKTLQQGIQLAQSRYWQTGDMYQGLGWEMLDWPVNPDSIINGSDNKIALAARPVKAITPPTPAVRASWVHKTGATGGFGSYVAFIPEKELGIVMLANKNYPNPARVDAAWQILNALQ
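20 mM phosphate pH 7.0 + 0.01% (detergent screen) or 0.0001% Triton X-100; 5.3 nM AmpC reagent; cpd preinc 15 min RT; nitrocefin (800 uM stock) to start; A480 q20 s × 4 min; Activity was normalised to no-enzyme and no-compound control wells.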
HCMV antiviral: inhibitors of human cytomegalovirus | activity change, negative = inhibition, % at 57.5 µM | 410,000 compounds, 4.5% hits | HFF cells, HCMV-luciferase reporter, 72 h; hits give low values; in the data active means activity change below about -60%; inconclusive means no clear call, values can overlap the other calls; inactive means above about -39%
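After 16 h attachment at 37C, HFF cells received test compound and HCMV-luciferase (1 PFU/cell); reporter luminescence read 72 h later, data normalized against buffer-only and known inhibitor Salinomycin.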
HCV inhibitor: blocks hepatitis C virus. Huh7.5.1 HCVcc-Cre infection, luciferase reporter, 44 h. Potency, µM (top dose mostly 41.8 µM), for the others: top-dose activity change, negative = inhibition, usual class: inhibitors. 340,000 compounds, 3.4% hits. AID 651820; further: potency means the concentration at half of the fitted maximal effect
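Whole-lifecycle infectious HCVcc-Cre system; cells 1,000/well, compound then virus (~0.5 moi) added 4 h after plating, 44 h culture. Luciferase read 15 sec following 15 min substrate incubation, room temp.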
Sm TGR block: blocks Schistosoma mansoni thioredoxin glutathione reductase; Q962Y6; AID 485364; 360,000 compounds, 3% hits; purified TGR, DTNB reduction, TNB absorbance 405 nm; Potency, µM (series often up to 114 µM), inactives show top-dose activity change, negative = inhibition, usual class: inhibitors; further: potency means the concentration at half of the fitted maximal effect; nearly all actives have a fitted effect of over 60% in size
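First, TGR (20 nM dispensed) and NADPH were mixed with compound. Second, a 15 min room-temperature incubation followed. Third, further NADPH and then DTNB were added to start the reaction. Finally, TNB absorbance was monitored kinetically.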
FBPA Giardia inh: Giardia lamblia aldolase inhibition. A8B2U2. AID 2451. 290,000 compounds, 0.71% hits. Potency, µM (highest dose often 59.6 µM), inactives show top-dose activity, negative = inhibition, hits mostly inhibitors. purified Giardia FBPA; further: potency means the concentration at half of the fitted maximal effect; nearly all actives have a fitted effect of over 55% in size
Target sequence (A8B2U2 whole entry, looked up): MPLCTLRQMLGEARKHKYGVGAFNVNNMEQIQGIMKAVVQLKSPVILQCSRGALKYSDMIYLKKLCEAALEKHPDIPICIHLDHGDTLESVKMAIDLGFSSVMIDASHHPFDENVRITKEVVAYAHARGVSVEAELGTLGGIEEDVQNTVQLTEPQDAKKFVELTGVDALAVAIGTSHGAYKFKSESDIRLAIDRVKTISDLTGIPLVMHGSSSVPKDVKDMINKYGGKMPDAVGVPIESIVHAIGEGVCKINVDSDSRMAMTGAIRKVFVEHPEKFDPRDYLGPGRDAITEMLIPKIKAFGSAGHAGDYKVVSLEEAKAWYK
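40 nM FBPA preincubated 10 min at RT with compound (up to 57.5 uM final), then substrate plus GAPDH/TPI/NAD/arsenate coupling and diaphorase/resazurin added. Fluorescence read after 20 min at RT, 525/598 nm.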
* = called active by the depositor; ? = inconclusive; . = not tested or not shown; & = joins results of further samples; [ ] = another dose, or the depositor's remark. Unless noted, the call rests on the fitted dose curve; in most records, active means well fitted curve in the direction sought with a large enough effect; inconclusive means small, poorly fitted or top-dose-only effect, or another doubt; inactive means no such curve, though single readings can be large; an effect the other way counts as inactive or inconclusive. Unless noted, on the % scale 0 is the no-effect control and ±100 the full control effect.

#1 COc1cc(/C=N/NC(=O)CCN2CCCCC2)ccc1O
#2 CC(=O)Nc1cccc(NC(=O)c2cccc(-c3ccc(O)cc3)c2)c1
#3 COc1ccc(C2(C)NC(=O)N(CC(=O)NCCC3=CCCCC3)C2=O)cc1OC (stereo not given)
#4 CCCn1c(=O)c2sccc2n2c(CCCC(=O)NCc3cccnc3)nnc12
#5 CN(c1ccccc1)S(=O)(=O)c1ccc(Cl)c(C(=O)Nc2ccc(N3CCOCC3)cc2)c1
#6 O=C(N1CCOCC1)N(CCN1CCOCC1)Cc1cccc2ccccc12

screen / no.	1	2	3	4	5	6
AMA1 RON2 block	-1%	-6%	-6%	-12%	-10%	-1%
AmpC detergent	4%	4%	3%	-13%	-11%	3%
HCMV antiviral	-22	103	63	6	-24	2
HCV inhibitor	14%	?	4%	15%	16µM*	5%
Sm TGR block	.	-12%	-17%	-1%	-5%	?
FBPA Giardia inh	0%	-10%	5%	.	-6%	2%

#7 O=C(COC(=O)COc1cccc(Br)c1)Nc1c(Cl)cccc1Cl
#8 O=C(CSc1nnc(-c2ccco2)c(-c2ccco2)n1)c1ccccc1
#9 Cn1nnc(NC(=O)c2cccc([N+](=O)[O-])c2)n1
#10 CC(=O)c1c(C)[nH]c(C(=O)NCCC2=CCCCC2)c1C
#11 CC(Sc1nc2c(N)ncnc2n1CCOc1ccccc1)C(=O)O (stereo not given)
#12 COCCCNC(=O)Cn1cc(/C=C2\C(=O)NC(=O)N(c3ccccc3F)C2=O)c2ccccc21

screen / no.	7	8	9	10	11	12
AMA1 RON2 block	0%	-8%	-2%	3%	6%	2%
AmpC detergent	-8%	-2%	0%	-6%	-6%	4%
HCMV antiviral	-37	34	10	?	-32	.
HCV inhibitor	22%	2.8µM*	6%	?	17%	37%[activator]
Sm TGR block	8%	12%	-2%	-23%	-17%	-1%
FBPA Giardia inh	2%	1%	1%	0%	3%	1%

#13 CCN(C(=O)CSc1nc2scc(-c3ccccc3)c2c(=O)n1N)C1CCS(=O)(=O)C1 (stereo not given)
#14 CCCCN1C(=O)C(C#N)CC2=C1CC(C)(C)CC2=O (stereo not given)
#15 NCC12CC3CC(C1)CC(c1ccc(Cl)cc1)(C3)C2
#16 CCOC(=O)c1ccc(NC(=O)CSc2nnc(COc3ccccc3)n2C)cc1
#17 CC(C)(C)NC(=O)C(=O)NCc1ccccn1
#18 COc1ccccc1NC(=S)NCc1ccccn1

screen / no.	13	14	15	16	17	18
AMA1 RON2 block	-5%	-7%	3%	0%	91%[activator]	29%
AmpC detergent	.	.	0%	1%	-9%	-25%
HCMV antiviral	-6	-17	-40	53	-31	-11
HCV inhibitor	11%	-10%	?	-14%&-13%	22%	2%
Sm TGR block	.	.	6%	3%	8%	-3%
FBPA Giardia inh	.	.	-1%	1%	-9%	-22%

#19 CCOc1ccccc1CN1CCC(Oc2ccc(C(=O)NCc3ccccn3)cc2)CC1
#20 NC(=O)c1ccc(S(=O)(=O)N2CCSCC2)cc1
#21 COc1ccccc1N1C(=O)c2cccc3cccc(c23)C1=O
#22 CS(=O)(=O)N(CC(=O)NCCSCc1ccco1)c1ccc(Cl)cc1
#23 CN(C)C(=O)c1ccc(NC(=O)CN2C(=O)NC3(CCCc4ccccc43)C2=O)cc1 (stereo not given)
#24 C=CCC(C=C)S(=O)(=O)c1ccc(C)cc1 (stereo not given)

screen / no.	19	20	21	22	23	24
AMA1 RON2 block	52%[activator]	-3%	18%	2%	-14%	6%
AmpC detergent	?	-7%	-1%	2%	7%	1%
HCMV antiviral	6	5	13	-31	-20	-21
HCV inhibitor	-26%	0%	0%	8%	16%	-6%
Sm TGR block	-23%	32%	0%	?	2%	-20%
FBPA Giardia inh	9%	3%	-7%	4%	.	0%

#25 COc1cccc(-n2c(SCC(=O)c3c[nH]c4ccccc34)nc3ccccc3c2=O)c1
#26 CCCCC(=O)Nc1ccc2oc(-c3cccnc3)nc2c1
#27 COc1cccc(-c2noc(C3CCCN(C(=O)c4ccc(F)cc4)C3)n2)c1 (stereo not given)
#28 CC1CCCCC1NC(=O)CN1CCN(Cc2ccccc2Cl)C1=O (stereo not given)
#29 Cc1nc(NCc2ccco2)c2c(C)c(C)sc2n1
#30 COc1ccc(S(=O)(=O)Cc2ccc(C(=O)NC3CCCCC3)o2)cc1

screen / no.	25	26	27	28	29	30
AMA1 RON2 block	4%	1%	-2%	1%	?	11%
AmpC detergent	1%	?	-11%	?	1%	1%&9%
HCMV antiviral	-94*	52	35	-34	-105*	2&8
HCV inhibitor	0%	-26%	-26%	-1%	10µM*	-8%
Sm TGR block	1%	-1%	-8%	-13%	-11%	?
FBPA Giardia inh	4%	-10%	19%	4%	?	.

#31 COc1ccccc1-c1nnc2n1N=C(c1ccc(O)c(O)c1)CS2
#32 Cc1ccccc1CNS(=O)(=O)c1ccccc1[N+](=O)[O-]
#33 CCN(CC)C(=O)c1ccc(NC(=S)NC(=O)CCc2ccccc2)cc1
#34 CN(C(=O)c1cccnc1)c1nnc(-c2cccnc2)s1
#35 CC(c1ccccc1)c1nnc(N)s1 (stereo not given)
#36 O=C(NNC(=O)c1cc(Br)ccc1Cl)c1csc(N2CCOCC2)n1

screen / no.	31	32	33	34	35	36
AMA1 RON2 block	-17%	-3%	-1%	-6%	-2%	88%[activator]
AmpC detergent	-2%	3%	-15%	-14%	1%	?
HCMV antiviral	.	-37	-21	-13	37	14
HCV inhibitor	-11%	-1%	?	-1%	17%	4%
Sm TGR block	4%	5%	-6%	-1%	14%	10%
FBPA Giardia inh	-9%	-7%	-10%	0%	2%	.

#37 COc1cccc(N2C(=O)Nc3ccc(Br)cc3C2(O)C(=O)NCCN(C)C)c1 (stereo not given)
#38 COc1ccc(-c2noc(N3CCCC(C(=O)Nc4ccc(F)cc4F)C3)n2)cc1 (stereo not given)
#39 CCCCOc1ccc(C(=O)NCCC(=O)NCCCC(=O)OCC)cc1
#40 CCCCN=C1NN=C(c2cccc([N+](=O)[O-])c2)CS1
#41 Cc1cccc(OCC(=O)Nc2cccc(C(=O)Nc3ccccc3C(=O)O)c2)c1
#42 COc1ccc2cc(C(=O)Nc3c(C)n(C)n(-c4ccccc4)c3=O)sc(=O)c2c1OC

screen / no.	37	38	39	40	41	42
AMA1 RON2 block	55%[activator]	-4%	-19%	35%[activator]	-16%	5%
AmpC detergent	2%	-6%	4%	-12%	1%	5%
HCMV antiviral	-37	-2	8	-15	43	.
HCV inhibitor	8%	?	26%	-11%	6%	7%
Sm TGR block	13%	1%	-8%	-13%	5%	4%
FBPA Giardia inh	11%	2%	2%	-4%	0%	3%

#43 CS(=O)(=O)N(CC(=O)N1CCCCCC1)c1cc(Cl)ccc1Cl
#44 CC(=O)Nc1cccc(Oc2ncnc3scc(-c4ccc(C)cc4)c23)c1
#45 CCCCCCSC1=C(C#N)C(c2ccccc2)CC(=O)N1 (stereo not given)
#46 COc1cccc(C(=O)C2CCCN(Cc3cccc(-n4cccn4)c3)C2)c1 (stereo not given)
#47 CCc1ccccc1S(=O)(=O)Cc1ccc(C(=O)NCCc2ccccc2)o1
#48 COc1ccc(-n2nc(C(=O)NCC(=O)N3CCN(c4ccccc4OC)CC3)c3ccccc3c2=O)c(OC)c1

screen / no.	43	44	45	46	47	48
AMA1 RON2 block	-1%	-9%	-1%	-18%	-5%	0%
AmpC detergent	-14%	?	6%	-5%	?	-4%
HCMV antiviral	52	-66*	17	-7	-31	64
HCV inhibitor	3%	?	?	-15%	-24%	-14%
Sm TGR block	-1%	-2%	-4%	-3%	?	-12%
FBPA Giardia inh	14%	6%	-6%	-2%	13%	?

#49 Cc1cc(C(=O)NCCCN2CCN(C3CCCCC3)CC2)n(-c2ccccc2)n1
#50 Cc1ccn2c(=O)c(C(=O)NCCc3ccccc3)c(O)nc2c1
#51 COc1ccc(/C=N/NC(=O)c2cnccn2)c(OC)c1OC
#52 CCOC(=O)c1c(C)[nH]c(C)c1S(=O)(=O)N1CCCC(C(=O)N2CCN(c3ccc(Cl)cc3)CC2)C1 (stereo not given)
#53 COc1ccccc1OCc1ccc(C(=O)N(C)C)o1
#54 CN(C)CCn1c2c(c(SCC(=O)Nc3ccccc3C(F)(F)F)nc1=O)CCCC2

screen / no.	49	50	51	52	53	54
AMA1 RON2 block	11%	.	44%[activator]	.	11%	4%
AmpC detergent	?	4%	-15%	5%	-8%	2%
HCMV antiviral	0	7	3	-23	73	-10
HCV inhibitor	-28%&1%	.	7%	.	?	8%
Sm TGR block	-3%	6%	11%	7%	-3%	-4%
FBPA Giardia inh	1%	.	-11%	.	1%	.

#55 CCc1cc2ccccc2nc1SCC(=O)Nc1cc(C)on1
#56 Cc1[nH]n(-c2ccc([N+](=O)[O-])cc2)c(=O)c1C=NCCN1CCN(C(=O)c2ccc(F)cc2)CC1
#57 COc1ccc(-n2nnnc2SCC(=O)N2CCCC2=O)cc1
#58 CC(C)(C)c1cc(C(=O)NN)n(Cc2ccc(Cl)cc2Cl)n1
#59 CCOC(=O)c1cccc(NC(=O)c2cc3c(=O)n(Cc4cccnc4)ccc3nc2C)c1
#60 CC(C)CCNC(=O)c1onc(CSc2ccc(Cl)cc2)c1C(=O)NCCC(C)C

screen / no.	55	56	57	58	59	60
AMA1 RON2 block	9%	-4%	16%	81%[activator]	.	29%
AmpC detergent	-11%	-10%	-1%	-9%	21%	3%
HCMV antiviral	32	1	-7	-79*	-9	-2
HCV inhibitor	?	10%	11%	?	.	16%
Sm TGR block	1%	-26%	-8%	0%	-3%	16%
FBPA Giardia inh	12%	3%	.	3%	.	-7%

Compounds 51 to 60, quoted:
#51 COc1ccc(/C=N/NC(=O)c2cnccn2)c(OC)c1OC
#52 CCOC(=O)c1c(C)[nH]c(C)c1S(=O)(=O)N1CCCC(C(=O)N2CCN(c3ccc(Cl)cc3)CC2)C1 (stereo not given)
#53 COc1ccccc1OCc1ccc(C(=O)N(C)C)o1
#54 CN(C)CCn1c2c(c(SCC(=O)Nc3ccccc3C(F)(F)F)nc1=O)CCCC2
#55 CCc1cc2ccccc2nc1SCC(=O)Nc1cc(C)on1
#56 Cc1[nH]n(-c2ccc([N+](=O)[O-])cc2)c(=O)c1C=NCCN1CCN(C(=O)c2ccc(F)cc2)CC1
#57 COc1ccc(-n2nnnc2SCC(=O)N2CCCC2=O)cc1
#58 CC(C)(C)c1cc(C(=O)NN)n(Cc2ccc(Cl)cc2Cl)n1

screen / no.	51	52	53	54	55	56	57	58
AMA1 RON2 block	44%[activator]	.	11%	4%	9%	-4%	16%	81%[activator]
AmpC detergent	-15%	5%	-8%	2%	-11%	-10%	-1%	-9%
HCMV antiviral	3	-23	73	-10	32	1	-7	-79*
HCV inhibitor	7%	.	?	8%	?	10%	11%	?
Sm TGR block	11%	7%	-3%	-4%	1%	-26%	-8%	0%
FBPA Giardia inh	-11%	.	1%	.	12%	3%	.	3%

#59 CCOC(=O)c1cccc(NC(=O)c2cc3c(=O)n(Cc4cccnc4)ccc3nc2C)c1
#60 CC(C)CCNC(=O)c1onc(CSc2ccc(Cl)cc2)c1C(=O)NCCC(C)C

screen / no.	59	60
AMA1 RON2 block	.	29%
AmpC detergent	21%	3%
HCMV antiviral	-9	-2
HCV inhibitor	.	16%
Sm TGR block	-3%	16%
FBPA Giardia inh	.	-7%

Screening data (PubChem BioAssay)

Random draw from the library; overall some 9.3% were active at least once.
